Pol kappa inh: DNA polymerase kappa (human) inhibition | Q9UBT6 | purified Pol kappa, fluorescent DNA synthesis assay, 10 min | Potency, µM (top dose mostly 107 µM), without a hit: top-dose activity, negative = inhibition, most hits filed as inhibitors | actives 0.53% (n = 400,000); further: potency means the concentration at half of the fitted maximal effect; on the % scale 0 is the no-effect control and ±100 the full control effect
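Readout: fluorescence, taken kinetically at 0 and 10 min. Conditions: 10 nM Pol kappa, 15 min RT compound preincubation, 50 nM substrate final. Controls: enzyme-free buffer wells.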
ERG Ets-DNA blk: blocks human ERG Ets domain binding to DNA | P11308 | fluorescence polarization, His-ERG Ets domain / labelled DNA | Potency, µM (titrated, usually from 76.9 µM), without a hit: at the top dose FP activity, negative = inhibition, actives largely listed as inhibitors | actives 0.028% (n = 370,000); active means well fitted inhibition curve with a large enough effect in the polarisation, with a control signal flat; inconclusive means small, poorly fitted or top-dose-only effect, or effect the other way, or a change in a side signal; inactive means no such curve, though single readings can be large or run the other way; the % refers to the polarisation;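 further: polarization taken with two DNA probes labelled with fluorescein and Texas red; potency means the concentration at half of the fitted maximal effect; % of control where 0% means no effect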
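His-tagged ERG Ets domain (1 uM in the protein solution; 300mM KCl, 50mM Tris-HCl, 1mM EDTA, 1mM DTT, pH 7.5) received compound, then a probe mix of 5 nM fluorescein-DNA and 100nM Texas-615-DNA. Fluorescence polarization was read for both dyes.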
RGS4 inhibitor: blocks human RGS4-accelerated GTP hydrolysis; Potency, µM (doses to about 114 µM), without a hit: top-dose activity change, negative = inhibition, most hits filed as inhibitors; actives 0.039% (n = 390,000); AID 504845; P49798; Transcreener GDP fluorescence polarization, RGS4-accelerated GTP hydrolysis; further: potency means the concentration at half of the fitted maximal effect; on the % scale 0 is the no-effect control and ±100 the full control effect; nearly all actives have a fitted effect of over 75% in size; some results filed as inactive show a strong effect at the top dose
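MLSMR compounds (23 nl, pin-transferred) preincubated 10 min at room temperature with a 500nM (2x) first reagent, then RGS4 at 900nM (2x) plus Transcreener GDP mix added; fluorescence polarization (620/688 nm) read before and after 90 min at 30 °C.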
12-LOX inh: blocks human arachidonate 12S-lipoxygenase | purified 12hLO, xylenol orange hydroperoxide absorbance | Potency, µM (titrated, usually from 108 µM), without a hit: at the highest dose activity change, negative = inhibition, most hits filed as inhibitors | actives 1.1% (n = 580,000); further: potency means the concentration at half of the fitted maximal effect; on the % scale 0 is the no-effect control and ±100 the full control effect
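Purified human 12hLO (150 nM final) in 25 mM Hepes, 0.01% Triton X-100, pH 7.0 was preincubated 15 min at room temperature with compound. Then 40 uM arachidonic acid was added, 30 min. Hydroperoxide was read by Fe-XO absorbance ratio 573/405 nm.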
Pol eta inh: inhibitors of human DNA polymerase eta; Potency, µM (series often up to 114 µM), without a hit: at the highest dose activity change, negative = inhibition, actives largely listed as inhibitors; AID 588591; actives 1.2% (n = 390,000); Q9Y253; recombinant Pol eta, fluorescent DNA replication assay; further: potency means the concentration at half of the fitted maximal effect; on the % scale 0 is the no-effect control and ±100 the full control effect
Target sequence (Q9Y253 whole entry, looked up): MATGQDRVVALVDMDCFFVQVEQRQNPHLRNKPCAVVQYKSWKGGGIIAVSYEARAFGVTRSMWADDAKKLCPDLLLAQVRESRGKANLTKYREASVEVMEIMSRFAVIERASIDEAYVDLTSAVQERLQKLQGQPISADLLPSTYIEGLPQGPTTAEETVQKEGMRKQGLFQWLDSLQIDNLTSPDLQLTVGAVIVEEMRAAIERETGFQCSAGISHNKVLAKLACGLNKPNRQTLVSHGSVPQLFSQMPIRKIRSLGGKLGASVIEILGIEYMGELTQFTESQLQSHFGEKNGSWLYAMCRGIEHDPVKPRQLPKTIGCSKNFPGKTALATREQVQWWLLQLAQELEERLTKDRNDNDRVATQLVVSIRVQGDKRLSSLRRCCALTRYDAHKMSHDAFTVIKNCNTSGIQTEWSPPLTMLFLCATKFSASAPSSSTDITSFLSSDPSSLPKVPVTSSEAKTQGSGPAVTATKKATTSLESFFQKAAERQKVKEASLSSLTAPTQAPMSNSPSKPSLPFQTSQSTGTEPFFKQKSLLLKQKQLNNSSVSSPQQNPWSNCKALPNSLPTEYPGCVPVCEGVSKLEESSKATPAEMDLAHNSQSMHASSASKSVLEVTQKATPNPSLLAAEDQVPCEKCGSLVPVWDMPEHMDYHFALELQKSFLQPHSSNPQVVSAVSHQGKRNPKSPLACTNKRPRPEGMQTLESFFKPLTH
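Pol eta (10 nM) was preincubated with compounds for 15 min at room temperature, after which fluorescent replication substrate (50 nM final) was added to start the reaction. Fluorescence was read kinetically at 0 and 10 min.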
LDHA inh: LDHA (human) enzyme inhibition; P00338; purified LDHA, NADH/diaphorase-resazurin fluorescence; stronger effect = lower value; activity change, % (values are at about 110 or 230 µM); actives 0.15% (n = 480,000); AID 1347041; in the data active means activity change below about -30%; inconclusive means mostly about -25% to -30%;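 further: plate controls were DMSO wells for no effect and wells without enzyme for full effect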
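Human LDH5 at 2 nM final in Tris HCl pH 7.4 with 0.06 mM NADH and 0.2 mM pyruvate, reacted 5 minutes at room temperature. Remaining NADH coupled via diaphorase/resazurin; resorufin fluorescence read at 0 and 20 minutes, normalized to enzyme-free and DMSO wells.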
Apoferritin bind: candidate novel general anesthetic via apoferritin binding; P02791; apoferritin/1-aminoanthracene competitive binding, fluorescence; Potency, µM (series often up to 77.5 µM), for the others: top-dose activity change, negative = displacement, usual class: inhibitors; actives 0.074% (n = 350,000); AID 485281; further: potency means the concentration at half of the fitted maximal effect; on the % scale 0 is the no-effect control and ±100 the full control effect; nearly all actives have a fitted effect of over 20% in size
Target sequence (P02791 2-175 limits assumed): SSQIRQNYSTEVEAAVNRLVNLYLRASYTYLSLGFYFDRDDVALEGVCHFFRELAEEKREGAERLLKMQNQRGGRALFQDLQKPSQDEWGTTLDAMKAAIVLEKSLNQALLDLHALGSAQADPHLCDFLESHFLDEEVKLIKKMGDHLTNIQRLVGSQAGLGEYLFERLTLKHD
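Horse-spleen apoferritin (10 uM) was mixed with 50% saturated 1-aminoanthracene in PBS, exposed to compounds for 10 min at room temperature, and read for fluorescence (ex 380 nm, em 535 nm). Competitive displacement was fitted with a four-parameter Hill equation.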
POLB inh: DNA polymerase beta (human) inhibition. P06746. Pol beta primer extension/strand displacement, fluorescence kinetic. Potency, µM (series often up to 114 µM), inactives show top-dose activity change, negative = inhibition, most hits filed as inhibitors. actives 1.3% (n = 340,000); further: potency means the concentration at half of the fitted maximal effect; on the % scale 0 is the no-effect control and ±100 the full control effect
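Enzyme-only controls used 10 nM Pol beta; buffer lacking enzyme served as negative control. Compound preincubated 15 min, then 50 nM substrate added; 0 and 10 min reads at room temperature.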
APEX1 inh: inhibitors of human APE1 endonuclease; actives 0.35% (n = 350,000); P27695; Potency, µM (top dose mostly 65.8 µM), for the others: at the top dose activity change, negative = inhibition, actives largely listed as inhibitors; recombinant APE1, TAMRA/BHQ-2 abasic DNA cleavage fluorescence;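 further: potency means the concentration at half of the fitted maximal effect; plate controls were vehicle for no effect and reference inhibitor for full effect; nearly all actives have a fitted effect of over 55% in size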
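APE1 at 0.75 nM final was preincubated with compound 15 min at room temperature, then 50 nM double-stranded THF abasic-site substrate (5'-TAMRA/3'-BHQ-2) was added. Fluorescence (ex 525/em 598 nm) was read kinetically; third-minus-first read gave activity.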
Numbers without * were called inactive; ? = inconclusive; / = not tested or not shown; & = joins results of further samples; [ ] = remark or other dose. Unless noted, the call rests on the fitted dose curve; in most records, active means well fitted curve in the direction sought with a large enough effect; inconclusive means small, poorly fitted or top-dose-only effect, or another doubt; inactive means no such curve, though single readings can be large; an effect the other way counts as inactive or inconclusive.

SMILES,Pol kappa inh,ERG Ets-DNA blk,RGS4 inhibitor,12-LOX inh,Pol eta inh,LDHA inh,Apoferritin bind,POLB inh,APEX1 inh
Nc1ncnc2c1ncn2C1OC(C(=O)NC2CC2)C(O)C1O (centres undefined),4.4%,9.0%,12.6%,0.2%,-17.1%,-12.2,/,/,32.2%
Cc1nc2nc(Cc3ccccc3)[nH]n2c(=O)c1Cl,-10.0%,-2.8%,18.5%,?,-1.4%,-4.9,16.3%,10.9%,8.9%
CC(C)C(C(=O)NCC1CCCO1)N(C(=O)CNS(=O)(=O)c1ccccc1)c1ccc(F)cc1 (centres undefined),-8.5%,-16.1%,3.6%,-13.4%,-17.1%,-9.5,2.8%,46.9%,-7.1%
Cc1cccc(NC(=O)Nc2ccc(S(=O)(=O)Nc3onc(C)c3C)cc2)c1,-9.1%,2.8%,-5.2%,2.6%,-15.5%,-4.8,/,/,11.1%
COc1ccc(NC(C)=O)cc1NC(C)C(=O)Nc1ccc(F)c(F)c1F (centres undefined),8.2%,-0.3%,2.9%,8.3%,-3.0%,4.9,-14.0%,?,4.9%
Cn1c(Nc2ccccc2)nc2ccccc21,-4.6%,-7.0%,-2.0%,6.7%,-7.3%,-8.9,?,-10.9%,18.4%
CC(C)c1nc(SCC(=O)N2CCN(c3ccccc3)CC2)c2c(=O)n(C)c(=O)n(C)c2n1,-4.0%,-10.3%,31.9%,16.4%,-8.4%,-11.2,-5.2%,?,7.4%
Cc1ccc(C(=O)N/C(=C\c2ccc(-c3ccccc3[N+](=O)[O-])o2)C(=O)NCCN(C)C)cc1,-13.2%,-3.1%,-28.4%,25.8%,-16.5%,3.3,-7.4%,?,-4.0%
c1coc(CNCC2OCCc3ccccc32)c1 (centres undefined),-0.9%,/,-13.7%,-8.5%,-1.0%,-4.3,-12.7%,33.7%,-2.3%
CCCc1cc(Nc2ccccc2C)n2ncnc2n1,-4.3%,0.2%,1.3%,?,-19.3%,-4.7,-12.9%,-14.3%,10.3%
O=C1CCc2cc(NS(=O)(=O)c3ccccc3)cc3c2N1CC3,10.4%,7.1%,2.8%,1.3%,9.3%,-6.6,/,/,-16.6%
Cc1ccc(NC(=O)c2ccc3c(c2)S(=O)(=O)c2ccccc2C3=O)cc1S(=O)(=O)N1CCOCC1,3.0%,4.0%,8.6%,0.0%,0.4%,0.8,1.8%,18.8%,12.8%
CN(Cc1ccc(F)cc1)S(=O)(=O)c1nnc(NC(=O)c2ccccc2Cl)s1,1.2%,2.9%,0.1%,-21.4%,-10.3%,-4.8,6.8%,2.8%,/
N#CC1=C(N)Oc2n[nH]c(-c3ccccc3)c2C1c1ccsc1 (centres undefined),-16.4%,0.0%,-25.3%,150.8%[activator],?,-3.4,-14.7%,-24.0%,5.0%
O=C(Nc1ccccc1)Nc1ccc2ccccc2n1,-11.4%,-3.8%,8.4%,0.3%,-2.1%,-8.1,0.9%,20.8%,36.8%
COc1ccc(NC(=O)c2oc3ccc(S(=O)(=O)N4CCCCC4)cc3c2C)cc1,-5.3%[60.1 µM],-1.2%,5.9%,-15.3%,-5.3%,-1.6,-9.8%,-13.8%,/
CCC(=O)N(Cc1cc(=O)[nH]c2ccccc12)c1cccc(C)c1,-8.9%,0.0%,-16.7%,?,-19.3%,-4.4,-18.5%,16.0%,-7.7%
COc1ccccc1C(=O)NC(=O)COC(=O)C1CC2CCCC(C1)C2=O (centres undefined),-0.8%,1.9%,-0.1%,1.1%,0.5%,0.9,-7.4%,-2.9%,-7.7%
COc1ccc(CC(=O)N(Cc2ccccc2)c2cccc(C)c2)cc1OC,-11.4%,22.6%,8.5%,0.0%,-5.4%,-3.2,-18.3%,-1.5%,7.9%
COc1ccc(-n2c(SCC(=O)Nc3nccs3)nnc2-c2ccc(Cl)cc2)cc1,0.2%,-12.1%,-5.5%[56.9 µM],-7.8%,?,-0.4,/,/,/
CCOC(=O)C(C)NC(=O)c1c2c(nc3ccccc13)C(=O)N(C1CCCCC1)C2 (centres undefined),-1.6%,-3.0%,-22.8%,-19.1%,-11.2%,4.8,3.4%,-14.6%,/
O=C(Cn1c(=O)oc2cc(S(=O)(=O)N3CCCCC3)ccc21)Nc1cccc(Cl)c1,-14.8%,10.2%,7.6%,-21.8%,-27.1%,-17.5,-7.0%,?,/
CCCSc1nc2c(cnn2-c2ccc(Cl)cc2)c(=O)[nH]1,1.3%,/,-2.6%,?,1.1%,-2.9,-4.9%,7.1%,9.4%
COc1cccc(NC(=O)Cn2nnc(C(=O)NCc3cccs3)c2N)c1,?,48.5%&7.2%[activator],-14.2%[56.9 µM],-4.8%&-22.5%,-8.8%&-16.6%,-9.5&-10.6,?,0.3%&7.0%,1.0%
Cc1ccc([N+](=O)[O-])cc1N/C=C1\CCCCC1=O,-5.8%,6.1%,-23.3%,-23.0%,-19.3%,-1.0,-10.7%,2.5%,2.8%
Nc1ccc(C(CC(=O)O)n2cccc2)cc1 (centres undefined),44.7µM*,11.1%,-1.1%,-10.2%,25.1µM*,7.0,0.9%,?,?
Cc1cc(C)c(Cn2cnc3nc4c(cc3c2=O)CCCC4)c(C)c1,-7.2%[60.1 µM],-1.9%,-5.1%,0.2%,-6.7%,0.0,-6.5%,-7.9%,/
CCn1c(=N)n(CC(=O)C23CC4CC(CC(C4)C2)C3)c2ccccc21,-15.3%,-9.5%,4.0%,95.1%[activator],-8.0%,1.0,-12.9%,16.4%,-6.2%
Cc1cc(C)c(C)c(S(=O)(=O)NCCCN2CCCC2=O)c1C,-5.9%,12.6%,-18.1%,1.6%,-17.5%,-3.6,-4.6%,10.0%,18.8%
O=C(COc1ccc2ccccc2c1)N/N=C/c1ccccn1,-0.6%,-2.7%,?,10.6%,-11.5%,1.2,?,-29.7%,-4.7%
COc1cc(NC(=O)CSc2nc3[nH]ncc3c(=O)n2-c2ccccc2C)cc(OC)c1OC,-16.9%,-10.5%,-8.7%,-3.9%,-9.4%,-2.0,-16.3%,1.5%,0.8%
Clc1ccc(Nc2nc(-c3ccncc3)cs2)cc1,-12.8%,-15.7%,-8.8%,-16.9%,?,-13.0,/,/,/
Cc1cc(C)nc(NC(=O)c2cc3ccccc3o2)n1,-4.7%,/,15.2%,-6.1%,-1.0%,-1.2,-19.5%,26.3%,0.2%
Cc1cc(C)cc(Oc2ccc(NC(=O)C3CC=CCC3C(=O)O)cc2)c1 (centres undefined),-2.2%,-2.1%,0.0%,-1.4%,-13.5%,-3.4,-20.6%,-0.7%,14.3%
CCOC(=O)CSc1nnc(CNC(=O)Cc2ccccc2)n1C,-14.3%,-9.1%,9.9%,3.4%,-3.1%,-9.2,-6.9%,46.0%,-2.1%
COc1ccc(C(O)c2nc3ccccc3n2C)cc1OC (centres undefined),1.8%,-21.0%,-15.1%,-10.7%,1.3%,-3.7,-14.3%,-3.7%,-1.4%
CC(=O)c1c(C)nc(-c2ccc(Cl)cc2Cl)n1O,-1.3%,6.6%,20.4%,-20.7%,-6.8%,-7.7,5.6%,-27.2%,5.9%
COc1ccc(S(=O)(=O)NCCc2csc(-c3ccc(F)cc3)n2)cc1,-5.6%[60.1 µM],0.1%,-23.2%,-29.1%,-20.5%,4.6,-8.6%,1.7%,/
CCCN1CCC(=O)N([C@H](CO)c2ccccc2)CC1,-16.8%&11.8%,-6.5%,2.4%,-8.4%,-11.0%,0.0,-0.4%,34.7%,12.1%
COc1ccc(COC(=O)C2=C(C)NC(=O)NC2c2ccc(O)c(OC)c2)cc1 (centres undefined),-3.8%[60.1 µM],/,10.4%,7.2%,3.0%,-6.2,-7.2%,18.1%,-3.3%
O=C(CCN1C(=O)/C(=C\c2ccc(F)cc2)SC1=S)Nc1ccc(O)cc1,-4.0%,38.1%[activator],-9.0%,24.8%,-11.4%,-8.9,-10.1%,54.4%,16.6%
FC(F)(F)c1cccc(CN2CCN(c3ncccn3)CC2)c1,9.8%,-2.0%,2.0%,19.0%,1.5%,-1.4,/,/,/
Cc1nn(C(=O)c2ccccc2F)c(C)c1S(=O)(=O)N1CCOCC1,-8.3%[60.1 µM],-1.5%,0.4%,-8.3%,8.8%,-1.2,-6.4%,0.5%,/
COC(=O)CCCC1=CC2=C(c3ccccc3)C(=O)C(C)(OC(=O)C3CCCC3)C(=O)C2=CN1C1CCCC1 (centres undefined),-4.6%,-2.0%,18.1%,-3.0%,-4.0%,-7.1,-13.6%,5.7%,-4.6%[12.4 µM]
CCOC(=O)CSc1nc2sc3c(c2c(=O)n1CC)CC(C)(C)OC3,-7.8%,/,8.0%,-4.9%,1.0%,-4.1,-15.8%,21.3%,0.5%

Assay outcomes: PubChem, National Center for Advancing Translational Sciences (NCATS)

Not all compounds are listed; count on the stated rates, not on these rows.
